# Screening results: PubChem BioAssay, several laboratories
# OX1R FRET antag = blocks the human orexin 1 receptor. OX1R-expressing cells, FRET antagonist read-out. inhibition, % at 6.6 µM. 330,000 compounds, 1.8% hits. AID 485270; in the data active means inhibition mostly above about 38%, no sharp cut-off; inactive means mostly below about 40%;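 further: 0% = agonist challenge alone and 100% = reference antagonist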
# Target sequence (O43613 whole entry, looked up): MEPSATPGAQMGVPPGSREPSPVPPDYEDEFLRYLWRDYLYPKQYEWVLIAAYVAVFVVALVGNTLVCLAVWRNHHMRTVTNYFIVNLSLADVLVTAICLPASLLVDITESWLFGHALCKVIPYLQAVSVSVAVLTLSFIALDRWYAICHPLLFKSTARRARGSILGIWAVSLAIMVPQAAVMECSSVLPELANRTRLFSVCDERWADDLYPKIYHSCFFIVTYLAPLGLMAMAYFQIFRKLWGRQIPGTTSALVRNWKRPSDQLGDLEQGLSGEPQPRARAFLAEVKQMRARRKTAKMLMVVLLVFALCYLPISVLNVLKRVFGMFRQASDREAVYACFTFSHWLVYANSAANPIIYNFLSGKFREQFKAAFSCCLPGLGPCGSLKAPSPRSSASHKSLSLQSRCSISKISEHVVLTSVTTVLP
# STK33 kinase inh = human STK33 kinase inhibition. 320,000 compounds, 0.073% hits. inhibition, % at 10 µM. AID 2661. purified STK33, MBP phosphorylation, ADP-Glo luminescence;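 active means inhibition at or above 25%, using the most active replicate where run in duplicate; inactive means inhibition below 25%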
# Target sequence (Q9BYT3 whole entry, looked up): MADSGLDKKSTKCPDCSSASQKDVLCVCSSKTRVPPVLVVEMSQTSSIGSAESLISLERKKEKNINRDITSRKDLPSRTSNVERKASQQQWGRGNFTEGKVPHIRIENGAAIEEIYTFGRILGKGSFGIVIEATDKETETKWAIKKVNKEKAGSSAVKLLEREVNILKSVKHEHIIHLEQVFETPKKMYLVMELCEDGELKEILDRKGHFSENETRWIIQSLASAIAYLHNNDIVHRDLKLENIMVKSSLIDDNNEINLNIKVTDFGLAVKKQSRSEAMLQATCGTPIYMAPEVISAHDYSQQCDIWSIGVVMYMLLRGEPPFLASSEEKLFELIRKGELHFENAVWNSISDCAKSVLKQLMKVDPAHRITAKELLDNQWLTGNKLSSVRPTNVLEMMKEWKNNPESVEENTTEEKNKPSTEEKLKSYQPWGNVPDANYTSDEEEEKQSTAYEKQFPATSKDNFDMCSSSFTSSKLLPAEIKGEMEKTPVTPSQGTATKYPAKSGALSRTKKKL
# Starred values were filed as active, the others as inactive; . = not tested or not shown.
molecule | OX1R FRET antag | STK33 kinase inh
CN(CC(=O)Nc1ccccc1Br)C(=O)c1ccncc1 | 14 | 23
CCc1ccccc1NC(=S)NCC1CCN(c2ccc(OC)cc2)C1 (configuration not stated) | 4 | -0.2
COc1cc(NC(=O)c2sc(C)nc2C)c(OC)cc1NC(=O)c1ccccc1 | 4 | -0.4
COc1ccc(CC(=O)OCc2csc(CC(=O)Nc3ccc(C)cc3)n2)cc1 | 4 | -3.3
COC(=O)c1cccc(S(=O)(=O)N2CCC(NC(=O)Nc3cccc(F)c3)CC2)c1 | 8 | 0.1
CCCCn1c(N)c(N(CC(C)C)C(=O)C2CC(=O)N(c3ccc(CC)cc3)C2)c(=O)[nH]c1=O (configuration not stated) | 11 | -0.3
CC(NC(=O)CNC(=O)c1cccc(Cl)c1)c1ccccc1 (configuration not stated) | 8 | 6.2
CCOC(=O)C1=C(O)C(Nc2nccs2)(C(F)(F)F)N=C1C (configuration not stated) | 19 | -2.9
CCOC(=O)N1CCC(=C(C#N)C(=O)Nc2cc(OC)ccc2OC)CC1 | 8 | -0.3
CCCCCNC(=O)[C@@H]1CSC2c3ccccc3C(=O)N21 (some centres not stated) | -3 | -0.9
CCCc1c(C(=O)N/N=C/c2cccnc2)nnn1-c1nonc1N | -6 | 1.6
c1ccc2c(c1)[nH]c1nc(SCCN3CCOCC3)nnc12 | 29 | -0.6
C=CCc1cccc2cc(C(=O)N3CCOCC3)c(=O)oc12 | 31 | -1.1
CC(NC(=O)CN1C(=O)COc2ccccc21)c1ccccc1 (configuration not stated) | 7 | -1.9
CC1CCN(C(=O)CN(c2ccc3c(c2)OCO3)S(C)(=O)=O)CC1 | 17 | -0.4

# Ordered by length of the SMILES (largest number first): part of the list above.
molecule | OX1R FRET antag | STK33 kinase inh
CCOC(=O)C1=C(O)C(Nc2nccs2)(C(F)(F)F)N=C1C (configuration not stated) | 19 | -2.9
CCCc1c(C(=O)N/N=C/c2cccnc2)nnn1-c1nonc1N | -6 | 1.6
C=CCc1cccc2cc(C(=O)N3CCOCC3)c(=O)oc12 | 31 | -1.1

# Next part
molecule | OX1R FRET antag | STK33 kinase inh
CC(C)(C)OC(=O)NCC(=O)NNC(=O)C(C(=O)OCc1ccccc1)c1ccccc1 (configuration not stated) | 6 | -2.4
COc1cc(OC)cc(C(=O)NC(C(=O)Nc2ccc3c(c2)OCO3)C(C)C)c1 (configuration not stated) | 5 | -2.6
Cc1ccc(C23CC4CC(CC(NC(=O)NCCN(C)C)(C4)C2)C3)cc1 | 17 | -1.3
CC(C)CC(=O)Nc1nnc(CSCc2ccc(F)cc2)s1 | 9 | -2.1
CCCCN(C)C(=O)c1sc2ncn(CC)c(=O)c2c1C | 21 | -0.3
NC(=O)Cn1c(=O)n(CCc2ccccc2)c(=O)c2c3c(sc21)CCCC3 | 3 | 1.1
CCCC(=O)Nc1c2c(nc3ccccc13)N(c1ccccc1)CC2 | 8 | 0.2
O=C(Nc1cccc(F)c1)C1CCN(S(=O)(=O)c2cnc[nH]2)CC1 | 11 | -0.5
CC12CC(O)C3c4ccc(O)cc4CCC3C1CC/C2=N\O (configuration not stated) | -3 | -1.9
COc1cccc(CN(C)C(=O)CSCC(=O)Nc2cc(C)on2)c1OC | 16 | -1.3
CCN(CC(=O)Nc1cc(Cl)ccc1C)C(=O)C1CC1 | 5 | -0.3
COc1ccc(CN2CCN(Cc3ccccc3F)CC2)c(OC)c1 | -2 | -0.6
Cc1cc(C)c(C)c(OCCCCN2CCCCC2)c1 | 14 | 9.8
O=C1CCCC/C1=C/Nc1ccc2c(c1)OCO2 | 7 | -3.2
COc1ccc(C2=NN(C(C#N)c3ccc(OC)cc3)C(c3ccccc3)C2)cc1 (configuration not stated) | 12 | -2.0

# Full records, looked up by structure. Order of screens: OX1R FRET antag | STK33 kinase inh
# CCCC(=O)Nc1c2c(nc3ccccc13)N(c1ccccc1)CC2 across the screens: 8 | 0.2
# CC(C)(C)OC(=O)NCC(=O)NNC(=O)C(C(=O)OCc1ccccc1)c1ccccc1 (configuration not stated) across the screens: 6 | -2.4
# COc1cc(OC)cc(C(=O)NC(C(=O)Nc2ccc3c(c2)OCO3)C(C)C)c1 (configuration not stated) across the screens: 5 | -2.6
# O=C1CCCC/C1=C/Nc1ccc2c(c1)OCO2 across the screens: 7 | -3.2
# CCCCN(C)C(=O)c1sc2ncn(CC)c(=O)c2c1C across the screens: 21 | -0.3

# Next part
molecule | OX1R FRET antag | STK33 kinase inh
CN(C)c1oc(-c2cccs2)nc1C#N | 38 | -1.9
COc1ccc(C(C)NC(=O)c2ccccc2Br)cc1OC (configuration not stated) | 3 | -2.1
O=C(O)c1ccc(CNc2ccccc2C(=O)O)cc1 | 14 | -1.9
Cc1ccc(NC(=O)c2nc(S(=O)(=O)Cc3ccccc3C)ncc2Cl)cc1C | 34 | -0.1
COc1ccc(S(=O)(=O)Nc2cc(C)on2)cc1OC | 7 | -2.0
NS(=O)(=O)c1cc(C(=O)OCCNC(=O)c2ccccc2)c(Cl)cc1Cl | 2 | -0.4
CC(=O)c1cccc(NC(=O)C(C)OC(=O)CCN=C2NS(=O)(=O)c3ccccc32)c1 (configuration not stated) | 0 | 2.1
CC(C)(C)NC(=O)COC(=O)c1ccc(NC(=O)CC#N)cc1 | 6 | -1.1
CN(Cc1ccccn1)C(=O)C1CCC(=O)N(Cc2cccc(C(F)(F)F)c2)C1 (configuration not stated) | 20 | -2.4
CC1=C(C(=O)Nc2ccccc2)C(c2cc(CN3CCOCC3)cs2)C2=C(CCCC2=O)N1 (configuration not stated) | -3 | -1.3
COCCNC(=O)Cc1ccc(F)cc1 | -1 | -0.9
O=c1c2c3c(sc2nc(NCCO)n1-c1ccccc1)CCCC3 | 8 | 0.9
O=C(C1CCN(S(=O)(=O)c2cccs2)CC1)N1CCCCCC1 | 14 | -1.0
CC(C)(C)C(=O)Nc1nnc(SCc2ccc(F)cc2)s1 | 16 | -0.4
CS(=O)(=O)c1ccc(C(=O)N2CCc3ccccc3C2)cc1 | -2 | -0.9
COc1ccccc1C(=O)Nc1ccc(-c2nnn(CC(=O)N3CCOCC3)n2)cc1 | 6 | -1.1
COCC(=O)N(Cc1cc2ccc(C)cc2[nH]c1=O)c1ccc(OC)cc1 | -1 | 0.7
O=C(CSCc1ccco1)NC1CCCC1 | 6 | 2.8
C=CCNC(=O)NC(=O)COC(=O)/C(C#N)=C/c1cc(C)n(CCC(C)C)c1C | -1 | 0.5
C=CCc1cc(OC)ccc1OCCON1C(=O)CCC1=O | 5 | -1.8
O=C(NCc1ccccc1)C1=C[C@@H](c2ccc(Br)cc2)C[C@@H](OCc2ccc(CO)cc2)O1 | 11 | -0.3
COc1ccc(CCN(Cc2nc3ccccc3c(=O)[nH]2)C(=O)c2ccco2)cc1 | 40 | -0.4
COc1ccc2nc(NNC(=O)COc3ccccc3)sc2c1 | -4 | -2.4
C[C@@H]1CN([C@H](C)CO)C(=O)c2cccc(NC(=O)Nc3ccc(C(F)(F)F)cc3)c2O[C@H]1CN(C)S(=O)(=O)c1cccs1 | 4 | -0.9
Cc1c(C(=O)Nc2ccccc2Cl)oc2ccc(S(=O)(=O)N3CCC4(CC3)OCCO4)cc12 | 8 | 0.6
CCC(=O)Nc1ccc(NC(=O)c2cc3ccccc3o2)cc1 | 26 | 1.4
O=C(NCCCN1CCN(c2ccccc2F)CC1)Nc1ccc(F)cc1 | 18 | -0.1
Cc1ccc(-c2csc(NC(=S)NC(=O)c3ccco3)n2)cc1 | 5 | 0.1
COc1n[nH]c(C(=O)Nc2nc3ccccc3s2)c1[N+](=O)[O-] | 28 | .
O=C(Cc1ccc(NC2=NC3CS(=O)(=O)CC3S2)cc1)NCc1ccccc1 (configuration not stated) | 7 | 1.0
CC(C)Cn1c(=S)[nH]c2cc(C(=O)NCc3ccccc3F)ccc2c1=O | 8 | 0.0
COCCN(C(=O)COC(=O)CCCOc1ccccc1)c1c(N)n(Cc2ccccc2)c(=O)[nH]c1=O | 18 | -1.4
CC(C)c1[nH]nc2c1C(C(C)C)C(C#N)=C(N)O2 (configuration not stated) | 6 | 0.4
CCOc1ccc(-n2c(O)c(/C=N/NC(=O)C3COc4ccccc4O3)c3ccccc3c2=O)cc1 (configuration not stated) | 14 | .
O=C(CCc1ccc(S(=O)(=O)N2CCOCC2)cc1)Nc1ccccc1F | 4 | -1.3
O=C1C2C3C=CC(C3)C2C(=O)N1c1nccs1 (configuration not stated) | 1 | -0.8
Cc1[nH]c2c(ccc3cccnc32)c1C | 3 | -2.7
CC(C)(C)NC(=O)CN(C(=O)CNS(=O)(=O)c1ccc(Cl)cc1)c1ccc2c(c1)OCCO2 | 24 | -0.1
O=C(NCc1ccccc1)C1c2ccccc2Oc2ccccc21 | 25 | -1.5
O=C(CS(=O)(=O)c1cn(CC(=O)N2CCOCC2)c2ccccc12)NCc1ccc(F)cc1 | 10 | -0.7
CCOc1cc(C)c(Cl)cc1S(=O)(=O)NCCOC | 11 | -0.4
COc1ccccc1N1CC=C(c2cccc([N+](=O)[O-])c2)NC1=O | 37 | 0.0
Clc1ccc2c(NCc3cccs3)ncnc2c1 | 18 | -0.7
COc1cc(C(=O)NCCC(=O)NC(C)CCc2ccccc2)cc(OC)c1OC (configuration not stated) | 9 | -0.3
Nc1cc(=O)nc(SCC(=O)N(C2CCCCC2)C2CCCCC2)n1-c1ccccc1 | 4 | 1.2
CC(C)S(=O)(=O)c1nsc2nc(=O)c(/C=C3\C=Nc4ccccc43)c(N)n12 | 22 | -0.1
CSC(=NCc1ccc(F)cc1)NS(=O)(=O)c1cccs1 | 10 | -2.6
CN(Cc1nc(-c2cnccn2)no1)CC(O)c1ccccc1 (configuration not stated) | 9 | -1.8
CCN(C(=O)CSc1ncccc1C(=O)Oc1cccc([N+](=O)[O-])c1)c1cccc(C)c1 | 23 | -1.4
O=S(=O)(Nc1ccc(S(=O)(=O)Nc2cccc3ccccc23)cc1)c1ccccc1 | 10 | -0.8
COc1ccc(-c2cc(C(=O)O)c(C)o2)cc1OC | 11 | 0.1
Cc1nn(-c2ccccc2)c(Cl)c1/C=C/C(=O)c1ccccc1 | 8 | 0.1
COc1cc(-c2nc(S(=O)(=O)c3ccccc3)c(N3CCOCC3)o2)cc(OC)c1OC | 6 | -2.1
Cc1cccc(NC(=O)c2nc[nH]c2C(=O)N(C)Cc2ccccc2)c1 | 6 | -1.4
Cc1ccc(S(=O)(=O)N2Cc3ccccc3CC2C(=O)NC(C)(C)C)cc1 (configuration not stated) | 27* | -0.9
Cc1c(NC(=O)Nc2ccccc2)c(=O)n(-c2ccccc2)n1C | . | 0.2
Cc1ccc(-n2ncc3c(=O)[nH]c(SCC(=O)N4CC(=O)Nc5ccccc54)nc32)cc1 | 5 | 0.1
CCOC(=O)c1cc(C#N)c(N2CCCNCC2)nc1C(F)(F)F | 4 | -0.4
O=C(CNC(=O)c1ccc(Br)o1)NC1CCCCCC1 | 24 | -2.0
O=C(CSc1nnc(CNC(=O)c2ccccc2F)o1)NC1CCCCC1 | 3 | -0.4

# Further results follow:
molecule | OX1R FRET antag | STK33 kinase inh
COc1cc2c(cc1OC)C(COc1ccc([N+](=O)[O-])cc1)N(C(C)=O)CC2 (configuration not stated) | 1 | -0.7
O=C(Cc1ccc(S(=O)(=O)N2CCOCC2)s1)NCCOc1ccccc1F | 16 | 0.0
N#Cc1ccc(S(=O)(=O)N2CCCN(c3nc4ccc(Cl)cc4s3)CC2)cc1 | 0 | -0.6
CC1(C)CC2(CCO1)OC(=O)CC2C(=O)Nc1ccccc1Cl (configuration not stated) | 8 | -1.9
COc1ccc(N2CC(C(=O)N3CCN(c4ccccc4F)CC3)CC2=O)cc1 (configuration not stated) | 11 | -1.7
Clc1cccc(-c2csc(Nc3cccnc3)n2)c1 | 8 | -1.1
O=C(c1ccc(N2CCCCC2)c([N+](=O)[O-])c1)N1CCN(c2ccccn2)CC1 | 20 | -2.2
COCCCN1C2=C(C(=O)CC(C)(C)C2)C(c2ccc(OC)c(OC)c2)C2=C1CC(C)(C)CC2=O | . | -0.3
COc1ccc(C(=O)N2CCC(n3c(C)nc4cc(F)ccc43)CC2)cc1OC | 6 | -1.1
O=C(COc1ccc(Cl)cc1Cl)N/N=C1\CCCc2ccccc21 | 22 | -0.8
COCCNC(=O)CN1C(=O)NC2(CCCCCC2)C1=O | 5 | -0.9
O=C1CCN(Cc2ccccc2)N1 | 2 | -1.7
Cc1ccc(C)c(-n2nnnc2SCC(=O)NCC2CCCO2)c1 (configuration not stated) | 1 | -0.2
CC(OC(=O)c1cc(S(=O)(=O)N2CCOCC2)ccc1F)C(=O)NCc1ccc2c(c1)OCO2 (configuration not stated) | 0 | 0.0
CC(CN1CCN(C/C=C/c2ccccc2)CC1)c1ccccc1 (configuration not stated) | -7 | -1.2
ClC(Cl)(c1nnnn1-c1ccccc1)c1nnnn1-c1ccccc1 | 21 | -1.8
CCN(CC)CCOC(=O)c1ccc2c(c1)OCCO2 | 4 | -2.6
COc1ccc(-c2cc(=O)n(-c3nc4ccccc4[nH]3)[nH]2)cc1 | 8 | -1.5
CCOC(=O)c1ccc(N2C(=O)CC(N3CCOCC3)C2=O)cc1 (configuration not stated) | 6 | -1.7
Cc1cc(C)nc(NC(=O)c2c(-c3c(Cl)cccc3Cl)noc2C)n1 | 25 | 1.2
CCCc1nc2oc3c(=O)[nH]cnc3c2c2c1COC(C)(C)C2 | -1 | -0.3
COC(=O)c1sc(NC(=O)c2cccc([N+](=O)[O-])c2)c(C(N)=O)c1C | 7 | 0.2
COc1ccc(-c2oc3ncnc(N)c3c2-c2ccccc2)cc1 | 10 | 1.9
O=C(CCCCC(=O)Nc1c(I)cc(I)c(C(=O)O)c1I)Nc1c(I)cc(I)c(C(=O)O)c1I | 13 | -0.3
COCCNC(=O)Cc1c(C)c2cc3c(cc2oc1=O)OC(C)(C)CC3 | . | -0.8
Cc1cc(NC(=O)CCC(=O)N(Cc2cccs2)C(C(=O)NC2CCCC2)c2ccccc2)no1 (configuration not stated) | 92* | -2.7
CCC(=O)N1CCc2cc(S(=O)(=O)NC(C(=O)NC(C)c3ccccc3)C(C)C)ccc21 (configuration not stated) | 21 | -1.4
CC(=O)c1ccc(NC(=S)NNC(=O)c2ccncc2)cc1 | 16 | 0.7
